Assay outcomes from PubChem.
ER stress death: ER stress cell death inhibition | 0.33% of 48,000 active | AID 1010 | CSM14.1 thapsigargin ER stress survival, ATP luminescence | relative survival (cellular ATP), % at 15 µg/mL (by protocol);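 active means survival measured by cellular ATP above 50% at 15 µg/ml in the first screen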;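 further: cell death triggered by about 15 µM thapsigargin; ATP read 24 h after thapsigargin was added; plate controls were thapsigargin with DMSO for no effect and DMSO without thapsigargin for full effect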
* = called active by the depositor.

SMILES	ER stress death
O=C(c1cccc(F)c1)N1CCN(C2CCCCCC2)CC1	2
C=CCn1c(O)c(/C=C2\C(C)=Nc3ccccc32)c(=O)[nH]c1=S	-5
O=C(c1ccc(F)cc1)N1CCN(Cc2ccccc2Cl)CC1	1
COc1ccccc1N1C(=O)c2cccc3c(N4CCCC4)ccc(c23)C1=O	0
CC(=O)N1c2ccccc2NC2=C(C(=O)CC(c3ccccc3)C2)C1c1cccc([N+](=O)[O-])c1 (stereo not drawn)	2
COc1ccc(CNC(=O)c2cccc(OC)c2)cc1	8
O=C(N/N=C/c1c[nH]c2ccc(Br)cc12)C(O)c1ccccc1 (stereo not drawn)	-2
Cc1ccc(C(=O)O)cc1N1C(=O)c2ccccc2C1=O	-2
Cc1ccc(C(=O)O)cc1NC(=O)C1CC=CCC1C(=O)O (stereo not drawn)	-3
O=C1c2ccccc2C(=O)N1CCc1nc2ccccc2c(=O)n1-c1cccnc1	4
Cc1ccc(-c2csc(NC(=O)c3ccc(Cl)c(Cl)c3)n2)cc1	1
C[n+]1cccc(C(=O)NCCO)c1	0
O=C(Nc1ccc(NC(=O)c2ccccc2[N+](=O)[O-])cc1)c1ccco1	7
CCOc1cc(/C=N/n2nnnc2N)ccc1O	20
Cc1onc(C(=O)N2CCC(C(N)=O)CC2)c1-c1ccccc1Cl	0
COc1ccc(/C(N)=N/OC(=O)c2cccc(Br)c2)cc1	1
COc1ccc(OC)c(N=Cc2c(O)n(-c3ccccc3C)c(=O)[nH]c2=O)c1	0
C/C(=N\NC(=O)COc1ccc(Cl)cc1Cl)c1ccc([N+](=O)[O-])cc1	17
Cc1ccc(C(=O)NCCCn2ccnc2)o1	10
O=C1CSC(=S)N1c1ccc(F)c(Cl)c1	10
C=CCN1C(=O)/C(=C\c2ccccc2)C(C(=O)OC)=C1C	2
CCOC(=O)c1c(NC(=O)c2ccc([N+](=O)[O-])cc2)sc(C(=O)N2CCCCCC2)c1C	13
COC(=O)CN(c1cc(C)ccc1OC)S(C)(=O)=O	7
O=C1NC2(c3ccccc3)NC(=O)NC2(c2ccc(C34NC(=O)NC3(c3ccccc3)NC(=O)N4)cc2)N1 (stereo not drawn)	10
Cc1cccc(OCC(=O)O/N=C(\N)Cc2cccc3ccccc23)c1	1

Reformatted with each value named: entries from further up.
> O=C1CSC(=S)N1c1ccc(F)c(Cl)c1
  ER stress death = 10

> O=C1c2ccccc2C(=O)N1CCc1nc2ccccc2c(=O)n1-c1cccnc1
  ER stress death = 4

The list goes on:
SMILES	ER stress death
COc1ccc(N2C(=O)C3C4C=CC(CC4)C3C2=O)cc1 (stereo not drawn)	4
O=C(CSc1nc2ccc([N+](=O)[O-])cc2s1)Nc1ccccc1[N+](=O)[O-]	-2
COc1ccc(OC)c(C2Nc3ccccc3NC3=C2C(=O)CC(c2ccc(Cl)cc2)C3)c1 (stereo not drawn)	1
Cc1cc(/C=C2/SC(=O)NC2=O)c(-c2ccccc2)n1-c1ccccc1	0
COc1ccc2nc(-c3ccccc3)cc(C(=O)Nc3ccccc3C)c2c1	-1
O=C1CC(NCc2ccc3c(c2)OCO3)C(=O)N1c1ccc(F)cc1 (stereo not drawn)	6
O=C1C(Cl)=C(N2CCOCC2)C(=O)C(Cl)=C1/C=C/N1CCOCC1	-10
O=C(CCCN1C(=O)/C(=C/c2ccc(F)cc2)SC1=S)Nc1cccc(C(=O)O)c1	0
CCOc1cccc(-c2cc(C(=O)N3CCN(C)CC3)c3ccccc3n2)c1	-2
COc1ccc2oc(=O)c(C(=O)Nc3ccc(Cl)c(Cl)c3)cc2c1	3
CCN(CC)Cc1c(O)ccc2c(C)cc(=O)oc12	1
c1ccc(-n2c(SCc3cccc4ccccc34)nnc2-c2ccco2)cc1	6
Cc1csc(NC(=O)c2ccc(C)c([N+](=O)[O-])c2)n1	-4
O=C1NC(=Nc2ccc(F)cc2)S/C1=C/c1ccccc1F	0
Cc1cc(I)ccc1S(=O)(=O)NCCCN1CCOCC1	0
COc1ccc(C2SCc3cc(C)c(C)cc3CS2)cc1OC	8
O=C1NC(=O)N(c2cccc(Br)c2)C(=O)/C1=C/c1ccc(O)c(Cl)c1	8
O=C1c2ccccc2/C(=N/N=C/C=C/c2ccco2)C1C(=O)C(c1ccccc1)c1ccccc1 (stereo not drawn)	-8
CCOC(=O)c1c(NC(=O)c2ccc(OC)cc2)sc2c1CCC2	-1
CCOC(=O)COc1ccc(C=Nc2ccc3[nH]c(=O)[nH]c3c2)cc1OC	7
O=[N+]([O-])c1cc(NS(=O)(=O)c2cc(Cl)ccc2Cl)ccc1Cl	-4
Cc1cc(C)cc(N2C(=O)NC(=O)/C(=C\c3ccccc3C)C2=O)c1	13
Cc1ccccc1C(=O)NCCN(C)C	11
COc1ccccc1NC(=O)CN(c1cccc([N+](=O)[O-])c1)S(=O)(=O)c1ccccc1	4
CCC1=NN2C(=N)/C(=C/c3ccc4c(c3)OCO4)C(=O)N=C2S1	6

(listing goes on)
SMILES	ER stress death
Cc1ccc(N2C(=O)NC(=O)/C(=C\c3ccc(O)c(Br)c3)C2=O)cc1	4
Cc1nnc(NC(=O)CSCCSCC(=O)Nc2nnc(C)s2)s1	4
CCC(=O)NC(c1ccc(OC)c(OC)c1)c1c(OC(C)=O)ccc2ccccc12 (stereo not drawn)	6
CCOC(=O)c1c(C)n(CC(O)CNC(C)C)c2ccc(OC)cc12 (stereo not drawn)	-6
CCOC(=O)c1ccc(N2C(=O)NC(=O)/C(=C/c3ccc(OC)c(OC)c3)C2=O)cc1	2
O=C1C=C/C(=N\S(=O)(=O)c2ccc(Cl)c([N+](=O)[O-])c2)c2ccccc21	-8
C/C(=N/Nc1ccccc1[N+](=O)[O-])C1CC1	-7
CCOc1ccc(C(=O)Nc2ccc3oc(-c4ccncc4)nc3c2)cc1Cl	-2
CC(C)CNC(=O)c1cccc(NC(=O)c2ccc(Cl)c([N+](=O)[O-])c2)c1	13
CCc1ccc(NC(=O)CSCC(=O)Nc2ccccc2)cc1	12
O=C(O)CCN1C(=O)c2ccc(Oc3ccc([N+](=O)[O-])cc3)cc2C1=O	10
COc1ccc(N/C=C/C(=O)c2ccc(Cl)cc2)c(OC)c1	10
CC1=NOC(=O)/C1=C/c1ccc(OCc2ccc(F)cc2)cc1	10
COc1ccc(NS(=O)(=O)c2cc(C(=O)c3ccc(Br)cc3)ccc2C)cc1	13
CC1=C(C(=O)Nc2ccccc2C)C(c2ccccc2)NC(=O)N1C (stereo not drawn)	25
O=C(CN1C(=O)c2ccc([N+](=O)[O-])cc2C1=O)N1CCCCC1	0
CCN(CC)S(=O)(=O)c1ccc(NC(=S)Nc2ccccc2)cc1	-2
CCOC(=O)c1c[nH]c2c(C)ccc(Cl)c2c1=O	1
S=C(Nc1ccccc1)N1CCN(C(c2ccccc2)c2ccccc2)CC1	6
COc1ccc(CNC(=O)C(=O)Nc2ccccc2C)cc1	3
C/C(=N/NC(=O)c1cccc(O)c1)C1CC1	1
CCOC(=O)c1ccc2[nH]c3c(c2c1)CCCC3=O	4
CN1C/C(=C\c2cccnc2)C(=O)/C(=C/c2cccnc2)C1	-1
O=C1NC(=S)S/C1=C/c1ccccc1Sc1ccc(Cl)cc1	9
Cc1cc(C)nc(N2C(=O)c3ccc(C(=O)O)cc3C2=O)n1	9

A draw from above in order of SMILES length, low to high.
SMILES	ER stress death
C/C(=N/NC(=O)c1cccc(O)c1)C1CC1	1
COc1ccc(CNC(=O)C(=O)Nc2ccccc2C)cc1	3
CCOc1ccc(C(=O)Nc2ccc3oc(-c4ccncc4)nc3c2)cc1Cl	-2
Cc1ccc(N2C(=O)NC(=O)/C(=C\c3ccc(O)c(Br)c3)C2=O)cc1	4

(cont.)
SMILES	ER stress death
CCOc1cc(C(=S)N2CCOCC2)cc(Br)c1OC(=O)c1ccc([N+](=O)[O-])cc1	-4
Cc1cccc(NC(=O)CCCN2C(=O)c3cccc4cccc(c34)C2=O)c1	4
COc1ccc(NC(=O)c2cnn3c(C(F)(F)F)cc(-c4ccco4)nc23)cc1OC	-5
CC(=O)N/N=C/c1cccc(C(F)(F)F)c1	4
Cc1cc(C)cc(OCC(=O)N2CCN(c3ccc([N+](=O)[O-])cc3)CC2)c1	3
COc1ccc(CC(=O)NCc2ccc3c(c2)OCO3)cc1	7
COc1ccc(/C=C2\C=C(c3ccc(Cl)cc3)OC2=O)c(OC)c1	8
O=C(Nc1ccc(I)cc1Cl)c1ccccc1Cl	-3
COc1c(Cl)cc(C(=O)Nc2ccc(F)c([N+](=O)[O-])c2)cc1Cl	4
O=C(CCN1CCCCCC1)c1ccccc1	-26
CC(C)CCNC(=O)C(=O)Nc1nccs1	2
N=c1n(CC(=O)O)c2ccccc2n1Cc1ccc(Cl)cc1	4
COc1cc2ccccc2cc1C(=O)Nc1cccc([N+](=O)[O-])c1	2
COC(=O)CN1C(=O)/C(=C\c2cccs2)SC1=S	1
COc1cccc(OCCCCN2CCCC2)c1	-2
COc1cc(NC(=O)c2ccc(OCc3ccccc3)cc2)ccc1NC(=O)c1ccco1	4
COC(=O)c1c(N)sc(C)c1-c1ccc(C)cc1	0
CC1=C(C(=O)OCCOc2ccccc2)C(c2ccc(F)cc2)C2=C(CC(C)(C)CC2=O)N1 (stereo not drawn)	8
COc1ccc(S(=O)(=O)NCCN2CCOCC2)cc1	-3
Cc1cccc(N=Cc2ccc([N+](=O)[O-])s2)c1	-4
O=C(NNC(=O)C1CCCO1)c1ccc(Cl)cc1 (stereo not drawn)	-5
CCCc1ccc(OCC(=O)NNC(=O)C2COc3ccccc3O2)cc1 (stereo not drawn)	-1
O=C1/C(=C/c2ccc([N+](=O)[O-])cc2)C=C(c2ccccc2)N1c1ccc(O)cc1	-1
O=C(OCCOc1ccccc1)c1sc2ccccc2c1Cl	8
CCCCN(CN1C(=O)C2CC=C(Cl)CC2C1=O)CN1C(=O)C2CC=C(Cl)CC2C1=O (stereo not drawn)	-1

Of the compounds above, these have a thiophene ring, fused or not:
SMILES	ER stress death
CCOC(=O)c1c(NC(=O)c2ccc([N+](=O)[O-])cc2)sc(C(=O)N2CCCCCC2)c1C	13
CCOC(=O)c1c(NC(=O)c2ccc(OC)cc2)sc2c1CCC2	-1
COC(=O)CN1C(=O)/C(=C\c2cccs2)SC1=S	1
COC(=O)c1c(N)sc(C)c1-c1ccc(C)cc1	0
Cc1cccc(N=Cc2ccc([N+](=O)[O-])s2)c1	-4
O=C(OCCOc1ccccc1)c1sc2ccccc2c1Cl	8

Additional records follow:
SMILES	ER stress death
O=C1NN(c2ccc(Cl)cc2)C(=O)/C1=C\c1ccc(-c2cccc(C(=O)O)c2)o1	10
C(=N\n1cnnc1)/c1cc2ccccc2[nH]1	-1
Nc1cccc(C(=O)Nc2ccc(N)cc2Cl)c1	4
COc1ccc(OC)c(NC(=S)NC(NC(=O)CC(C)C)C(Cl)(Cl)Cl)c1 (stereo not drawn)	1
CCOc1ccc(N2C(=O)/C(=C/c3ccc(C(=O)OC)cc3)SC2=S)cc1	12
Cc1[nH]c2c(Cl)cccc2c(=O)c1CN1CCN(C)CC1	-1
O=S1(=O)N=C(Nc2cccc(Cl)c2)c2ccccc21	2
Cc1ccc(C(=O)N/C(=C\c2cccc(Br)c2)C(=O)N2CCCCC2)cc1	0
O=c1c([N+](=O)[O-])c(-n2ccnc2)c2ccccc2n1-c1ccccc1	-1
O=c1[nH]c(/C=C\c2ccccc2Cl)c([N+](=O)[O-])c(=O)[nH]1	2
COc1ccc(N2C(=O)c3ccccc3NC2c2ccc(OC)c(CSc3ccccn3)c2)cc1 (stereo not drawn)	-1
CCC1(C)NC(=S)N2N1C(=S)NC2(C)CC (stereo not drawn)	7
COc1ccc(C(=O)Nc2ccccc2CO)cc1OC	3
Fc1cccc(Cl)c1-c1nnc2ccc(C(F)(F)F)cn12	0
COc1cccc(NC(=O)/C(NC(=O)c2ccccc2)=C2\c3ccccc3-c3ccc([N+](=O)[O-])cc32)c1	4
O=C(O)c1cc(NC(=O)c2cccc(C(=O)Nc3cc(C(=O)O)cc(C(=O)O)c3)c2)cc(C(=O)O)c1	-4
COC(C(=O)NNC(=O)c1ccccc1Cl)c1ccccc1 (stereo not drawn)	10
COC(=O)c1cc(-c2cccs2)nc2ccc(Br)cc12	4
COc1ccc(N)cc1-n1c(C)ccc1C	4
CC12CCCCC1C2C(=O)N/N=C\c1ccc(-c2ccc(C(=O)O)cc2)o1 (stereo not drawn)	-3
O=C1C2C3C=CC(C3)C2C(=O)N1/N=C/c1ccc(-c2ccccc2[N+](=O)[O-])o1 (stereo not drawn)	0
Cc1sc2nc(C)n(CCO)c(=O)c2c1C	-1
COc1ccc(N2C(=O)NC(=O)/C(=C/c3cc(Br)c(OCCOc4ccccc4OC)c(OC)c3)C2=O)cc1	8
O=C(NCCc1ccccc1)c1nn2c(c1Br)NC(c1ccccc1)CC2C(F)(F)F (stereo not drawn)	0
CC(=O)Nc1ccccc1NC(=O)c1cccc(Br)c1	2
Cc1ccc(C)c(C(=O)CSc2ncn[nH]2)c1	11
COc1ccc(C(NC(=O)C(c2ccccc2)c2ccccc2)NC(=O)C(c2ccccc2)c2ccccc2)cc1	9
O=C(Cc1ccccc1)Nc1ccc2c(c1)oc1ccccc12	8
CN(C)c1ccnc2sc(C(=O)c3ccccc3)c(N)c12	0
CC(=O)Oc1ccc2c(=O)c(-c3nc4ccccc4[nH]3)c(C)oc2c1	-1

This is a subset. The share of hits here may be higher or lower than overall.
